Bioassay records: PubChem BioAssay, several laboratories
E coli growth = reduces bacterial viability in AddAB counter-screen; E. coli V3065 growth, OD600 absorbance, 18 h; inhibition, % at 11.9 µM; 0.27% of 330,000 active; AID 449728;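 active = inhibition above the campaign's mean inhibition across all tested compounds plus 3 SD, cut at about 9.9% in these data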;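 also: uninfected addAB+ strain grown without phage in ampicillin broth; 0% = DMSO wells and 100% = ciprofloxacin 0.95 µg/ml wells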
PKA-R1A activ = activates the PKA-R1A holoenzyme complex | AID 504707 | P00514+P68181 | PKA-R1A dissociation, Cy5-IP20 fluorescence polarization; scaled: DMSO 0%, 113 µM cGMP 100% | 0.083% of 340,000 active | activation, % at 11.4 µM;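 active = percent activation above the mean of all tested compounds plus 3 SD, cut at about 19% in these data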;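 also: higher means more PKAc released from R1A so a rise in polarization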
AddAB inh = less growth of phage-infected E. coli with AddAB | 0.29% of 330,000 active | AID 435030 | E. coli expressing H. pylori AddAB, absorbance growth | inhibition, % at 11.9 µM; in the data active = inhibition above about 12%;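 also: 0% = vehicle wells of infected cells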
OPRM1-OPRD1 ag = OPRM1-OPRD1 heterodimerization agonism; 0.3% of 340,000 active; P35372+P41143; activation, % at 9.3 µM; AID 504326; cells, luminescence; in the data active = activation above about 18%;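 also: 0% = vehicle-treated cells and 100% = reference agonist; values of inactives mirror those of a sister screen read the other way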
Target sequence (P35372 whole entry, looked up): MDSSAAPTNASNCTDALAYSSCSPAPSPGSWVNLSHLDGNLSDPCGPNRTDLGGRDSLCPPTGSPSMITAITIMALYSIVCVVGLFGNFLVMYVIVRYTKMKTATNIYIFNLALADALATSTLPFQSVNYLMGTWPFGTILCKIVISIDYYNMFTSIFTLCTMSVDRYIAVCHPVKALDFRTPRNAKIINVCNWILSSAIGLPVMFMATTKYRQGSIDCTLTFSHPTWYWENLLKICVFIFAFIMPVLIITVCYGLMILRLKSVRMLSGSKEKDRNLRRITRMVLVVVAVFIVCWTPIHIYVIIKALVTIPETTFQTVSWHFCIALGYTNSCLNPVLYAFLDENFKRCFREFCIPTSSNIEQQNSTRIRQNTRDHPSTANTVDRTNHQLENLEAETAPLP
Target sequence (P41143 whole entry, looked up): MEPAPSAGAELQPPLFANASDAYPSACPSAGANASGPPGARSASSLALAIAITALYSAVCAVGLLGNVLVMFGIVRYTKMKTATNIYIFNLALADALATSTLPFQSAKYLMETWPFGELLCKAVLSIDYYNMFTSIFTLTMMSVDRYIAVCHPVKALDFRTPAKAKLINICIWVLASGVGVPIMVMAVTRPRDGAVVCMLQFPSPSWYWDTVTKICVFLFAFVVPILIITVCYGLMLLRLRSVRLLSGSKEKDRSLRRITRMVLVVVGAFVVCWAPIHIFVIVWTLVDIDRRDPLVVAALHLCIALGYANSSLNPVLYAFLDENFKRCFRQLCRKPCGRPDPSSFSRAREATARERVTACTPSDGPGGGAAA
Tat transport = blocks Tat-dependent protein export in E. coli | E. coli MC4100 TorA-mCherry Tat export, fluorescence | inhibition, % at 10 µM | 0.036% of 340,000 active | AID 488895;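 active = mean replicate inhibition at least 50% and at least half of replicates individually reaching 50%; inconclusive = only one of the two criteria met; inactive = neither criterion met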;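 also: exported cargo escapes ClpAP degradation while cytoplasmic cargo is degraded and loses fluorescence; 0% = median of neutral control wells and 100% = median of NaSCN control wells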
phage Ecoli inh = E. coli growth loss with phage present | growth absorbance | inhibition, % at 11.9 µM | 0.26% of 360,000 active; in the data active = inhibition above about 11%
PfHsp90 yeast 2 = growth inhibition of yeast expressing Plasmodium Hsp90. 0.32% of 310,000 active. S. cerevisiae expressing PfHsp90, BacTiter-Glo ATP, 48 h; yeast lacking PDR1 and PDR3 efflux regulators. inhibition, % at 9.4 µM. AID 504621;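 active = every replicate shows inhibition above about 80%, whatever the replicate mean, limit read from the data; inconclusive = mean inhibition reaches the set limit but some replicate falls short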;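 also: 0% = DMSO neutral controls and 100% = 20 µM radicicol positive controls; yeast relying on Plasmodium falciparum Hsp90 in place of its own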
OPRM1-OPRD1 inv = inverse agonists of human mu-delta opioid receptor heterodimerization. P35372+P41143. cell-based MOR-DOR heterodimer luminescence, inverse agonism. inhibition, % at 9.3 µM. 0.21% of 340,000 active; in the data active = inhibition above about 22%, passing the limit was not always enough;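 also: 0% = cells with DMSO and 100% = wells without cells with DMSO; values of inactives mirror those of a sister screen read the other way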
PKA-R2B activ = activators of human PKA-R2B complex; P22694+P31323; PKA-R2B holoenzyme dissociation, Cy5-IP20 fluorescence polarization; R2B truncated from residue 108, S112A mutant; 0% DMSO only, 100% 113 µM cGMP; activation, % at 11.4 µM; 0.079% of 340,000 active; AID 504700;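 active = activation above a cutoff set at the mean over all compounds plus 3 SD, cut at about 18% in these data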;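 also: higher means more holoenzyme dissociation and a rise in polarization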
SUMO Mot1 rescue = SUMOylation pathway inhibition by Mot1-301 growth rescue; growth rescue, % at 18.8 µM; S. cerevisiae Mot1-301 growth rescue, ATP luminescence, 38.5C; percent above DMSO median, 100 means doubled; 1% of 320,000 active; AID 2716;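 active = every valid replicate shows activation above 250% relative to neutral control wells; inactive = the rest, any valid replicate at or below 250%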;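 also: OY570 slx delta 5 strain wells were the positive control but not used for scaling; some compounds called inactive have numbers as strong as hits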
HTR5A inv ag = HTR5A inverse agonism, opioid heterodimer counter-screen | P47898 | HTR5A cell line, luminescence | inhibition, % at 9.3 µM | 0.083% of 340,000 active; in the data active = inhibition mostly above about 23%, no sharp cut-off; inactive = mostly below about 18%;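 also: 0% = cells with DMSO and 100% = no-cell wells with DMSO; some compounds called inactive have numbers as strong as hits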
An asterisk follows results filed as active; u = inconclusive; x = no result given.

SMILES	E coli growth	PKA-R1A activ	AddAB inh	OPRM1-OPRD1 ag	Tat transport	phage Ecoli inh	PfHsp90 yeast 2	OPRM1-OPRD1 inv	PKA-R2B activ	SUMO Mot1 rescue	HTR5A inv ag
C=CCN(c1ccccc1C(=O)O)S(=O)(=O)/C=C/c1ccccc1	0.6	2	4.0	-2.5	-9	0.2	5	12	-4	2	10
O=C(CSCc1c(Cl)cccc1Cl)N1CCOCC1	-3.0	10	1.6	-1.4	22	0.9	-12	7	-13	-26	14
CCO[C@@H]1OC(C(=O)NCc2nc3ccccc3[nH]2)=C[C@H](C)[C@H]1CCCO	1.0	-7	1.3	-1.3	2	1.1	6	7	-6	-1	3
CCn1c2ccccc2c2cc(NC(=O)c3cccc(OC)c3)ccc21	1.6	-3	-0.8	0.8	-5	x	15	-5	-2	31	4
COc1ccccc1-c1c(C)oc2cc(OCC(=O)OCc3ccccc3)ccc2c1=O	-1.0	-2	2.5	-1.1	6	1.5	3	6	-8	1	-20
CC(=O)N1N=C(c2cccs2)CC1c1cccc([N+](=O)[O-])c1 (centres undefined)	3.9	-12	3.5	-8.3	0	3.6	6	38*	-12	-21	33*
COc1ccc(-c2nnn(CC(=O)NCc3ccc4c(c3)OCO4)n2)cc1OC	0.5	-8	0.9	0.4	0	3.7	6	-2	1	-15	1
CC(C)C(c1nnnn1C(C)(C)C)N1CCOCC1 (centres undefined)	1.1	-7	4.8	0.1	-6	2.1	14	-1	3	x	5
COc1ccc(CN2CCNC(=O)C2CC(=O)O)cc1OC (centres undefined)	-1.8	0	-3.4	-0.8	12	0.8	5	5	-7	-18	-2
COc1ccc(-c2[nH]ncc2N=Nc2cc(C)cc(C)c2)cc1	1.0	-14	4.9	4.2	8	4.1	-15	-24	-13	8	-2
O=C(O)c1cc(-c2cccs2)nc2ccc(F)cc12	-2.5	-6	2.4	-3.2	-8	-1.3	2	16	-3	0	-6
COc1cccc(NC(=O)C(=O)N/N=C/c2ccc3c(c2)OCO3)c1	2.2	-8	-1.4	-4.0	-4	2.0	1	21	2	17	12
Cc1nn(CC(=O)NCC(C)c2ccccc2)c(=O)c2cc(-c3ccccc3)nn12 (centres undefined)	3.0	6	2.2	2.4	8	1.6	-12	-12	-4	-1	-6
COc1ccc(NC(=S)NC(=O)/C=C/c2cccs2)cc1	-0.6	-3	4.3	6.9	-8	4.5	15	-43	0	7	2
CC(NC(=O)/C(=C/c1ccc2c(c1)OCO2)NC(=O)c1cccc([N+](=O)[O-])c1)C(=O)O (centres undefined)	-2.0	-4	-1.0	-1.2	4	4.4	-6	8	6	-8	-5
O=C(NCc1ccccc1)c1c(Cl)nc(Cl)c(Cl)c1Cl	1.5	-2	-0.2	-2.2	-8	0.1	-20	13	-8	3	5
O=C(NCCCN1CCOCC1)c1ccc(-n2nc(C(F)(F)F)cc2-c2cccs2)cc1	-2.7	-5	0.9	-0.5	3	-0.1	10	3	-6	-11	-12
Cc1c([N+](=O)[O-])ccc(S(=O)(=O)N2CCC(C(N)=O)CC2)c1C	0.5	-6	3.5	1.2	-3	4.2	14	-7	-9	64	4
CCOC(=O)c1cc(-c2ccccc2)n(CC(=O)Nc2cccc(OC)c2)c1C	-1.9	0	-0.2	-1.2	-7	1.2	-21	7	4	-3	-5
O=c1c2ccccc2nc2n1CCCS2	-0.1	0	-0.8	-1.6	-3	3.0	9	9	-3	-13	-14
O=c1c(-c2c(O)cc(O)c3c2O[C@H](c2ccc(O)cc2)CC3)c(-c2ccc(O)cc2)oc2cc(O)cc(O)c12	-0.3	-11	2.0	-1.6	10	x	-21	9	-3	-10	-15
C/C(=N\NC(=O)c1nnn(-c2nonc2N)c1CN(C)c1ccccc1)c1ccc(O)cc1	-0.3	1	3.9	-1.4	4	2.5	5	7	-16	-1	5
CCOc1ccc(NC(=O)Cc2ccccc2)cc1	2.4	3	4.6	-3.1	0	1.8	11	16	5	-7	-5
CCn1cc(CNc2nc3nonc3nc2N2CCCCC2)cn1	0.6	-4	0.7	0.5	7	1.6	15	-3	-1	-2	-8
O=C(CCCc1c[nH]c2ccccc12)NCc1ccccc1C(F)(F)F	-0.9	-6	-1.6	1.4	6	0.2	10	-8	6	29	-10
CC(NC(=O)c1ccco1)C(c1cccs1)N1CCN(c2ccccc2F)CC1 (centres undefined)	0.6	-9	-1.3	13	-6	2.3	14	-79	-3	6	7
CCCNC(=O)CN1CCN(c2cc3ccccc3c(Cl)n2)CC1	0.2	-7	0.6	1.4	-2	2.2	-7	-7	-5	-7	4
O=C1NC(=Nc2cccnc2)S/C1=C\c1cccc(F)c1	1.9	-8	1.8	-2.2	6	2.7	-11	11	5	2	-6
CCCCCN(C(=O)CCC(=O)OCCOc1cccc(Cl)c1)c1c(N)n(CCCC)c(=O)[nH]c1=O	0.7	1	0.9	-1.4	-3	-0.5	x	9	11	-6	-15
CC1CCCC(NC(=S)NC(=O)c2ccco2)C1C (centres undefined)	2.6	-9	2.2	4.2	2	0.0	-2	-17	-10	-5	4
O=C(Nc1cccc(S(=O)(=O)N2CCCC2)c1)c1cncc(Br)c1	2.2	1	2.4	1.6	-12	2.7	44	-9	-2	8	-3
CCOC(=O)N1CCC(NC(=O)C2=CCN(S(=O)(=O)c3ccc(F)cc3)CC2)CC1	0.2	-3	0.7	-1.4	-1	0.4	-7	8	2	-20	-2
COc1cc2[nH]cc(C(=O)NCCc3ccccc3)c(=O)c2cc1OC	-1.4	3	0.5	-0.4	2	1.3	13	2	7	-15	-30
COc1ccccc1NC(=S)NC(=O)C(C)C	-4.1	-9	2.6	-2.0	u	2.3	8	11	-4	0	-10
CCC(=O)Nc1nnc(SCC(=O)NC2CCCC2)s1	-1.6	-9	1.2	-0.7	-6	-0.9	-28	4	-1	69	-24
CC(=O)Nc1cccc(NC(=O)c2cc(Cl)ccc2Cl)c1	1.1	-4	1.2	-0.1	-4	3.2	-22	0	-8	-6	3
COc1ccccc1NC(=O)CCCc1nc(-c2ccc(OC)c(OC)c2)no1	0.8	-9	2.4	-0.1	-8	-1.1	7	0	8	350	-16
CN(C)S(=O)(=O)c1ccc2c(c1)C(=NO)c1cc(S(=O)(=O)N(C)C)ccc1-2	-0.4	1	0.6	0.5	-2	0.4	-18	-2	-13	2	8
CC1CCCCC12NC(=O)N(CC(=O)N1CCN(S(=O)(=O)c3cccs3)CC1)C2=O (centres undefined)	x	-5	x	-3.3	1	-2.1	x	17	-2	x	-26
COc1ccc2c(c1)nc(CN1CCN(CCO)CC1)n2C	-0.8	8	-0.3	-3.6	-4	0.2	-5	18	-9	4	1
CC(NC(=O)C(C)(C)C)C(c1cccs1)N1CCOCC1 (centres undefined)	-0.7	-18	2.3	-2.5	-3	-1.1	7	14	-5	1	1
Cc1ccc(C2C(C#N)=C(N)SC(N)=C2C#N)cc1	x	-12	x	-1.9	0	0.9	1	10	2	x	13
OCC[C@H]1C[C@@H](O)[C@H](O)[C@]2(OCc3ccccc32)O1	-3.5	-1	-2.9	-2.9	-3	0.4	-2	13	6	6	-17
CCc1ccccc1NC(=O)C1CCN(S(=O)(=O)c2ccc3c(c2)N(C(C)=O)CCO3)CC1	-1.4	-6	2.3	-2.6	6	-0.2	-19	14	-7	-2	6
CC(OC(=O)C1=COCCO1)C(=O)Nc1cc(S(=O)(=O)N2CCCCC2)ccc1Cl (centres undefined)	0.4	-3	-1.6	-4.0	11	-0.1	20	23	-1	7	-4

Entries listed so far that have a tert-butyl group:
SMILES	E coli growth	PKA-R1A activ	AddAB inh	OPRM1-OPRD1 ag	Tat transport	phage Ecoli inh	PfHsp90 yeast 2	OPRM1-OPRD1 inv	PKA-R2B activ	SUMO Mot1 rescue	HTR5A inv ag
CC(C)C(c1nnnn1C(C)(C)C)N1CCOCC1 (centres undefined)	1.1	-7	4.8	0.1	-6	2.1	14	-1	3	x	5
CC(NC(=O)C(C)(C)C)C(c1cccs1)N1CCOCC1 (centres undefined)	-0.7	-18	2.3	-2.5	-3	-1.1	7	14	-5	1	1

Carrying on.
SMILES	E coli growth	PKA-R1A activ	AddAB inh	OPRM1-OPRD1 ag	Tat transport	phage Ecoli inh	PfHsp90 yeast 2	OPRM1-OPRD1 inv	PKA-R2B activ	SUMO Mot1 rescue	HTR5A inv ag
COc1ccc([N+](=O)[O-])cc1NC(=O)c1ccc(N(Cc2ccccc2C)S(C)(=O)=O)cc1	0.9	3	0.9	2.5	0	0.2	-37	-15	6	-18	15
O=C(c1cnsn1)N1CCN(c2ccccc2)CC1	-1.0	-5	-1.3	-1.6	-10	1.8	-8	10	-6	-4	-32
Cc1ccc(-n2c(C)nc3c(cnn3-c3ccc(C)c(C)c3)c2=O)cc1C	-0.7	-8	-2.3	0.6	10	1.6	-46	-3	-4	105	9
CCOC(=O)c1ccccc1NC(=O)CSc1ccc(-c2cccnc2)nn1	-0.8	-3	-0.2	-0.2	1	-1.2	x	1	-9	198	9
O=C(NCCCn1ccnc1)/C(=C\c1ccccc1F)NC(=O)c1ccccc1	-1.3	4	0.4	-2.6	-13	1.5	9	17	5	-14	-4
COc1ccc(-c2nc(CN3CCC(C(=O)N4CCOCC4)CC3)c(C)o2)cc1OC	-1.3	0	1.5	-0.8	1	0.8	5	4	10	-7	4
COC(=O)c1[nH]c2cc(C)ccc2c1NC(=O)CN1CCc2cc(OC)c(OC)cc2C1	0.3	-2	1.2	0.1	6	x	2	-1	6	-4	-20
NC(=O)C1CCN(C(=O)CCn2c(=O)oc3ccccc32)CC1	-3.0	8	1.6	-1.4	2	-0.4	-31	6	2	-6	-24
COc1ccc(-c2csc(/C(C#N)=C\c3ccc(O)c([N+](=O)[O-])c3)n2)cc1OC	-2.8	-9	-0.5	-2.3	3	2.8	-8	12	5	0	11
CC(C)Oc1ccc(C(=O)N(CN2CCCC2=O)c2ccc(F)cc2)cc1	0.5	2	-1.7	1.7	4	3.9	-26	-8	-6	-8	0
O=C(/C=N/O)Nc1ccccc1C(=O)O	-0.9	-4	1.8	-0.5	-11	1.7	x	2	-12	-8	-22
CCN1C(=S)N[C@@H](c2cccc(F)c2)C(C(=O)OC)=C1C	-0.2	-10	2.6	-1.9	-5	3.0	9	11	-16	-15	20
COc1ccc(C(=O)O)cc1NC(=S)NC(=O)c1ccc(-c2ccc(Cl)cc2)o1	x	-2	x	-3.8	2	1.7	-9	20	4	x	9
COc1ccc(S(=O)(=O)N(C)Cc2ccc3c(c2)OCCO3)cc1	-1.9	-1	1.8	-1.2	-5	1.1	4	5	-4	10	19
Cc1ccccc1NC(=O)NCCc1c[nH]c2ccccc12	-1.5	-16	0.5	-2.1	1	4.0	-5	11	-1	148	-15
Oc1ccccc1-c1nc2cnccn2c1Nc1ccc2c(c1)OCCO2	1.1	0	3.0	-1.7	2	1.8	15	10	-4	-6	0
Cc1cc2n(n1)C(c1cccs1)Nc1ccccc1-2 (centres undefined)	-1.8	5	0.2	0.4	-2	0.8	9	-2	-4	2	0
CC(=O)N1CCc2cc(S(=O)(=O)N3CCOCC3)ccc21	0.8	2	1.9	-2.0	5	0.6	-11	11	0	5	-2
